Screening data as filed in PubChem BioAssay.
TGFb inhibitor: qHTS for Inhibitors of TGF-b. HepG2 CAGA-GFP TGF-b/SMAD3 reporter, GFP fluorescence, 18 h; TGF-beta stimulated, 500 pg/mL final. AID 588855, 2011. Potency, µM (series often up to 46.1 µM), without a hit: top-dose activity, negative = inhibition, hits mostly inhibitors. 410,000 compounds, 1.2% hits; note: % is set by controls: 0 for no effect and ±100 for the full control effect; nearly all actives have a fitted effect of over 65% in size
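HEPG2 CAGA-GFP, 1000 cells/well; 2 h settle, 37 C; cpd via pin tool; TGF-b 500 pg/mL final; 18 h, 37 C; GFP imaging ex488/em500-530; %Activity normalised to -TGF-b and +DMSO controls; CRC fit, curve class.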
Nrf2 activator: qHTS of Nrf2 Activators | 410,000 compounds, 0.31% hits | AREc32 ARE-luciferase reporter (MCF7-derived line), luminescence, 24 h | Potency, µM (titrated, usually from 46.1 µM), inactives show top-dose activation, actives largely listed as activators; note: % of control where 0% means no effect; nearly all actives have a fitted effect of over 65% in size
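Steps: seed AREc32_Fluc cells (1000/well, 5% FBS OPTI-MEM); incubate overnight at 37 deg C; add 23 nL compound; incubate 24 hr; add Steady-Glo; hold 30 min RT; read luminescence.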
A549 tox: Nrf2 qHTS screen for inhibitors: counterscreen for cytotoxicity; A549 ARE-Fluc cells, CellTiter-Fluor viability, 18-24 h; Potency, µM (series often up to 46 µM), for the others: at the highest dose activity change, negative = cytotoxicity, hits mostly inhibitors; 390,000 compounds, 0.16% hits; note: % is set by controls: 0 for no effect and ±100 for the full control effect
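Cytotoxicity counterscreen: CellTiter-Fluor fluorescence was measured in A549 ARE_Fluc cells after 18-24 h of compound exposure in a concentration series. The subsequent BugLite luminescent read reports ARE-luciferase activity.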
An asterisk follows results filed as active; ? = inconclusive; [ ] = remark or other dose. Calls come from the whole dose curve; as a rule, active = well fitted curve in the direction sought with a large enough effect; inconclusive = small, poorly fitted or top-dose-only effect, or another doubt; inactive = no such curve, though single readings can be large; an effect the other way counts as inactive or inconclusive. Potency is the fitted concentration of half-maximal effect. This is a subset (hit frequency here may not be typical).

The first 4 entries (preview)
Under each structure – TGFb inhibitor	Nrf2 activator	A549 tox
> COc1cccc(CNC(=O)CSC2=Nc3ccccc3N=C(c3ccc(F)cc3)C2)c1
 : 0%	15%	-3%
> CCCC(=O)Nc1nnc(SCc2cc(=O)c3ccc(C)cc3[nH]2)s1
 : -28%	-0.3%	1%
> COc1cccc(N2CCN(C(=O)c3cc4cc5cc(C)ccc5nc4s3)CC2)c1
 : ?	-0.1%	-1%
> COc1ccc(N2CCN(S(=O)(=O)CCNC(=O)Cc3ccc(Cl)cc3)CC2)cc1
 : 7%	-0.7%	-7%

The list itself, repeating the preview:
Under each structure – TGFb inhibitor	Nrf2 activator	A549 tox
> COc1cccc(CNC(=O)CSC2=Nc3ccccc3N=C(c3ccc(F)cc3)C2)c1
 : 0%	15%	-3%
> CCCC(=O)Nc1nnc(SCc2cc(=O)c3ccc(C)cc3[nH]2)s1
 : -28%	-0.3%	1%
> COc1cccc(N2CCN(C(=O)c3cc4cc5cc(C)ccc5nc4s3)CC2)c1
 : ?	-0.1%	-1%
> COc1ccc(N2CCN(S(=O)(=O)CCNC(=O)Cc3ccc(Cl)cc3)CC2)cc1
 : 7%	-0.7%	-7%
> CCOc1ccccc1Nc1nnc(-c2cc3cc(OC)ccc3oc2=O)s1
 : 6%	0.0%	-12%
> CCOC(=O)c1c(C)[nH]c(C)c1S(=O)(=O)N1CCC(C(=O)N2CCN(c3cc(C)ccc3C)CC2)CC1
 : ?	0.0%	-9%
> O=C(CSc1nc(=O)[nH]c2c1CCCC2)Nc1ccc(Cl)c(Cl)c1
 : -2%	-0.5%	-5%
> Cc1cc(S(=O)(=O)NCCc2csc(-c3cccc(F)c3)n2)ccc1F
 : ?	2.6%	-1%
> Cc1cc(S(=O)(=O)C(CNC(=O)c2ccc(OC(C)C)cc2)c2cccs2)ccc1F (stereo unspecified)
 : -8%	2.2%	1%
> Cc1ccc(C(=O)COC(=O)C(Cc2c[nH]c3ccccc23)NC(=O)c2ccc(Br)cc2)cc1 (stereo unspecified)
 : -29%	0.7%	16%
> COc1ccc(CCC(=O)NCCc2csc(-c3cccc(C)c3)n2)cc1
 : -14%	5.0%	7%
> COc1ccc(-c2nc3scc(CCNS(=O)(=O)c4ccccc4F)n3n2)cc1
 : 0%	6.7%	-18%
> CCN(Cc1ccccc1)S(=O)(=O)c1ccc(F)c(C(=O)Nc2cc(C)ccc2OC)c1
 : -3%	0.0%	23%
> COc1cccc(C2C(C(=O)Nc3ccccc3)=C(C)Nc3nnnn32)c1OC (stereo unspecified)
 : -19%	5.2%	-3%
> Cc1ccc(C2=CC(c3c(F)cccc3Cl)n3ncnc3N2)cc1C (stereo unspecified)
 : -14%	-0.3%	5%
> COc1ccc(CC(=O)NCCS(=O)(=O)N2CCN(c3ccccc3F)CC2)cc1OC
 : -4%	0.4%	4%
> Cc1ccccc1NC(=O)CSc1c(C(C)C)cnc2c1c(=O)n(C)c(=O)n2C
 : -20%	0.6%	9%
> CCOc1ccc(N2CC(NC(=O)C(=O)c3c[nH]c4ccccc34)CC2=O)cc1 (stereo unspecified)
 : 0%	2.4%	21%
> O=C(NCCc1ccccc1)C(=O)NCC(c1cccs1)S(=O)(=O)c1cccs1 (stereo unspecified)
 : 9%	3.9%	15%
> Cc1ccccc1C(=O)Nc1ccc(C(=O)OCc2cc(=O)n3c4c(sc3n2)CCCC4)cc1
 : 11µM*	-1.7%	1%
> COc1cccc(NS(=O)(=O)c2cc(-c3cnc(C4CC4)o3)ccc2C)c1
 : 2µM*	0.0%	?
> COc1ccc(OC)c(CNC(=O)c2ccc(Sc3ccc(C)cc3)c(N)c2)c1
 : ?	0.0%	-5%
> Cc1ccc(C)c(-n2cc(-c3ccccc3)nc2SCC(=O)Nc2ccccc2)c1
 : ?	3.1%	1%
> COc1ccc(-c2nc3c4ccccc4n(CC(=O)N4CCN(c5ccc(F)cc5)CC4)c(=O)n3n2)cc1
 : 12%	3.2%	14%
> CC(=O)N1CCc2cc(CNS(=O)(=O)c3ccc(F)cc3)ccc21
 : -12%	3.6%	-11%
> Cc1ccc(Cl)cc1N1CCN(C(=O)C2CCN(S(=O)(=O)c3c(C)noc3/C=C/c3ccccc3F)CC2)CC1
 : -7%	7.4%	1%
> Cc1cccn2c(=O)c(C(=O)N3CCN(c4ccccc4)CC3)cnc12
 : 11%	-0.4%	2%
> CCOc1ccc(CN2C(=O)c3ccccc3C2C(=O)NCCc2ccc(OC)c(OC)c2)cc1 (stereo unspecified)
 : -8%	-0.6%	-3%
> CC(NC(=O)CSc1n[nH]c(-c2ccccc2Cl)n1)c1nc2ccccc2[nH]1 (stereo unspecified)
 : 2%	7.1%	-1%
> Cc1csc2nc(COC(=O)c3ccc(NC(=O)C(C)C)cc3)cc(=O)n12
 : -17%	-0.5%	-4%
> Cc1ccc(-c2noc(C(C)NS(=O)(=O)c3ccc(C)cc3)n2)cc1 (stereo unspecified)
 : -22%	-1.1%	7%
> COc1ccc(NC(=O)c2c(NCc3cccc(F)c3)sc3c2CCCC3)c(OC)c1
 : ?	-0.5%	?
> Cc1ccc(-n2nc(C(=O)N3CCN(c4cccc(C(F)(F)F)c4)CC3)c(=O)n(C)c2=O)cc1
 : ?	0.3%	-1%
> Cc1cccc(NC(=O)COc2cccc3c(=O)n(C)ccc23)c1C
 : 1%	-0.2%	-11%
> COc1ccccc1CNC(=O)C(=O)NCC(c1ccco1)S(=O)(=O)c1ccc(F)cc1 (stereo unspecified)
 : 5%	1.2%	-9%
> O=C(Nc1ccc(Br)cc1)c1ccc(Br)c(S(=O)(=O)N2CCCCC2)c1
 : -1%	0.9%	1%
> O=C(C1CCN(S(=O)(=O)c2cccc3nonc23)CC1)N1CCN(c2cccc(Cl)c2)CC1
 : ?	4.4%	-13%
> O=C(NCc1ccc(Cl)cc1)C1(c2cccs2)CCOCC1
 : -24%	-1.2%	4%
> O=C(NCc1ccccc1)C(=O)NCC(c1ccco1)S(=O)(=O)c1ccc(Cl)cc1 (stereo unspecified)
 : -1%	-0.1%	-2%
> Cc1ccc(C)c(CN2C(=O)N(c3cc(Cl)ccc3C)S(=O)(=O)c3ccccc32)c1
 : 0%	-0.4%	-2%
> COc1cccc(N2CC(NC(=O)c3cccs3)CC2=O)c1 (stereo unspecified)
 : -1%	-0.4%	8%
> CC1CCN(S(=O)(=O)c2ccc3c(c2)N(CC(=O)NC(C)C)C(=O)CO3)CC1
 : 1%	0.5%	-11%
> CC1=Nc2cc(C(=O)NC3CCCC3)ccc2Sc2ccc(Cl)cc21
 : ?	0.4%	-3%
> Cc1ccc(CNC(=O)C2CCN(Cc3nc(-c4cccc(Br)c4)oc3C)CC2)cc1
 : 20%	-0.5%	0%
> Brc1ccc(CN2CCc3nc(Nc4ccccc4)ncc3C2)s1
 : ?	9.4%	2%

Reformatted field by field: entries from further up.
Molecule: CCOc1ccc(N2CC(NC(=O)C(=O)c3c[nH]c4ccccc34)CC2=O)cc1 (stereo unspecified)
- TGFb inhibitor: 0%
- Nrf2 activator: 2.4%
- A549 tox: 21%

Molecule: O=C(NCCc1ccccc1)C(=O)NCC(c1cccs1)S(=O)(=O)c1cccs1 (stereo unspecified)
- TGFb inhibitor: 9%
- Nrf2 activator: 3.9%
- A549 tox: 15%

The listing continues.
Under each structure – TGFb inhibitor	Nrf2 activator	A549 tox
> CN1CCN(C(=O)C(=O)Nc2c3c(nn2-c2cccc(Cl)c2)CSC3)CC1
 : 16%	4.3%	-9%
> Cc1nn2c(=O)cc(COC(=O)c3ccc(NC(=O)COc4ccccc4F)cc3)nc2s1
 : -17%	-0.3%	-9%
> Cc1nc(-c2ccc(S(=O)(=O)Nc3ccc(C#N)cc3)cc2)co1
 : -7%	1.6%	0%
> COc1ccccc1NC(=O)C1=C(C)Nc2nc(SCC(=O)c3ccc(C)cc3)nn2C1c1ccc(F)cc1 (stereo unspecified)
 : 1%	-1.1%	10%
> COc1ccc(N2CC(NC(=O)C3CCCCC3)CC2=O)cc1OC (stereo unspecified)
 : -9%	-0.2%	0%
> Cn1c(SCc2cccc(F)c2)nc2c([nH]c3ccccc32)c1=O
 : -9%	1.0%	7%
> NCCc1nc2cccnc2n1-c1ccccc1
 : -30%	3.0%	1%
> Cc1ccc(CNC(=O)c2ccc(CS(=O)(=O)Cc3ccc(F)cc3)o2)cc1
 : -7%	-0.5%	13%
> COc1ccc(S(=O)(=O)NCCc2sc(-c3cccnc3)nc2C)cc1OC
 : 0%	-1.3%	7%
> COC(=O)c1cc(C)nc2c1c(=O)nc(SCc1cccc(C)c1)n2C1CC1
 : 41%[activator]	4.3%	2%
> Cc1cccc(CC(=O)NC2CC(=O)N(c3ccc4c(c3)OCCO4)C2)c1 (stereo unspecified)
 : -16%	0.2%	1%
> CCOc1ccc(NC(=O)CN2CCN(CC(=O)Nc3ccccc3OCC)CC2)cc1
 : -22%	-0.6%	0%
> COc1ccc(OC)c(S(=O)(=O)NCCc2sc(-c3cccnc3)nc2C)c1
 : 19%	-0.3%	5%
> CC(=O)c1cccc(NC(=O)c2ccc3nc(C(C)C)oc3c2)c1
 : -18%	5.5%	-1%
> CCOc1ccc(CN2CCc3nc(N4CCN(c5ncccn5)CC4)ncc3C2)cc1OC
 : ?	-1.1%	-14%

The listing continues:
SMILES	TGFb inhibitor	Nrf2 activator	A549 tox
CCOc1ccc(OCC(=O)NCCS(=O)(=O)N2CCN(c3ccc(OC)cc3)CC2)cc1	2%	-1.2%	11%
O=C(CSc1nc2c([nH]c3ccccc32)c(=O)n1-c1cccc(C(F)(F)F)c1)N1CCc2ccccc21	0%	-0.6%	6%
CC(C)CCNC(=O)c1ccc2c(c1)N(Cc1cccc(Cl)c1)C(=O)c1ccccc1S2	-16%	0.2%	-2%
COCCn1c(C)cc(O)c(C(c2ccccc2OC)N2CCN(c3ccccc3)CC2)c1=O (stereo unspecified)	7%	-0.3%	4%
Cc1ccc(C)c(NC(=O)Cn2cnc3nc4c(cc3c2=O)CCCC4)c1	-2%	0.3%	-19%
COC(=O)c1ccccc1NC(=O)c1sc2nc(C)cc(C)c2c1NC(=O)c1ccccc1OC	13%	0.1%	-6%
Cc1ccc(S(=O)(=O)NCC(c2ccco2)N2CCN(c3ccccc3F)CC2)cc1 (stereo unspecified)	0%	0.8%	-2%
Cc1ccc(Cl)cc1N1CCN(C(=O)c2cnc(N3CCOCC3)c3ccccc23)CC1	?	-3.9%	-19%
Cc1ccc(C)c(NC(=O)CSc2nc(=O)n(Cc3ccncc3)c3c2CCC3)c1	-19%	2.4%	2%
CCn1c2c(c(=O)n3ncc(C(=O)Nc4cc(Cl)ccc4OC)c13)CN(Cc1ccc(OC)cc1)CC2	?	0.7%	-11%
CN(C)CCCN(C(=O)c1ccc2c(c1)OCCO2)c1nc2ccccc2s1	-28%	9.8%	0%
COc1cccc(CNC(=O)c2ccc3c(c2)nc2n3CCC(C)C2)c1OC (stereo unspecified)	0%	-0.3%	1%
CCOC(=O)N1CCc2c(sc(NCc3sccc3C)c2C(=O)Nc2ccccc2OCC)C1	?	10%	-6%
Cc1ccc(-c2cnc(C3CC3)o2)cc1S(=O)(=O)Nc1ccc(F)cc1Cl	?	0.2%	-10%
CCCC(=O)N(c1ccc2oc(C)c(C(C)=O)c2c1)S(=O)(=O)c1ccc(CC)cc1	-13%	-1.3%	-17%
CCCCNC(=O)C(CC)Sc1nc2ccccc2c(=O)n1Cc1ccco1 (stereo unspecified)	?	-0.7%	-1%
Cc1ccc(-c2nc3scc(CCNS(=O)(=O)c4ccc(C)c(C)c4)n3n2)cc1	?	13%	-19%
Cn1c(=O)[nH]c2cc(-c3noc(-c4ccc(F)cc4)n3)ccc21	-10%	0.5%	-2%
COc1cccc(/C=C/c2onc(C)c2S(=O)(=O)N2CCC(C(=O)N3CCCCC3)CC2)c1	0%	-0.6%	1%
Cc1ccc(-n2ncc3c(Nc4cccc(Cl)c4)ncnc32)c(C)c1	?	-0.6%	-13%
CCOC(=O)c1ccc(Nc2c(-c3ccc(O)c(OC)c3)nc3nc[nH]n23)cc1	47%[activator]	12%	-7%
COC(=O)c1cc(NC(=O)c2ccc3c(c2)N(Cc2cccc(Cl)c2)C(=O)c2ccccc2S3=O)cc(C(=O)OC)c1 (stereo unspecified)	18%	0.6%	10%
COCCn1c(C)cc(O)c(C(c2ccccc2Cl)N2CCN(c3ccccc3)CC2)c1=O (stereo unspecified)	-8%	-0.1%	6%
O=C(CSc1nc2c([nH]c3ccccc32)c(=O)n1-c1ccccc1)Nc1cccc(C(F)(F)F)c1	-23%	0.2%	-1%
Cc1ccccc1C(=O)NCc1ccc2c(c1)CCN2C(=O)c1ccc(F)cc1	18%	-1.2%	-2%
COc1ccc(-c2cn3cccnc3n2)cc1NC(=O)Cc1ccccc1	-13%	5.3%	-1%
CC(C)c1cnc2c(c1SCC(=O)Nc1ccccc1C(F)(F)F)c(=O)n(C)c(=O)n2C	0%	0.0%	0%
